Bioassay records from PubChem BioAssay.
ABCB6 inh MLPCN – human ABCB6 transporter inhibition; Q9NP58; K562-ABCB6 porphyrin accumulation, flow cytometry, 1 h; hits give low values; fluorescence ratio to DMSO, % at 10 µM; 360,000 compounds, 0.19% hits;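 active = fluorescence ratio to DMSO below 75%, the collection mean minus 3 SD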;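 note: signal is porphyrin accumulated inside mitochondria; 100% equals median channel fluorescence of DMSO control wells; lower ratio means ABCB6 inhibition with less porphyrin fluorescence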
aDG glyco act – increases alpha dystroglycan glycosylation; activation, % at 10 µM; AID 624168; Pro5-aDG cells, alpha-DG glycosylation AlphaScreen (IIH6); 0% Pro5, 100% B10-LARGE cell signal; 360,000 compounds, 0.22% hits;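 active = activation of at least 8% versus controls, or a plate z-score of at least 8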;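 note: Pro5 are CHO cells carrying HIG-tagged alpha-DG that lacks glycosylation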
MC4R antag cAMP – blocks human MC4R cAMP signaling | P32245 | MC4R-expressing cells, MTII-stimulated cAMP, LANCE TR-FRET | inhibition, % at 6.5 µM | 360,000 compounds, 0.48% hits | AID 540295;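 active = inhibition above its plate's cutoff, the mean of tested wells on that plate plus 3 SD, cut at about 29% in these data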;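 note: 0% = Melanotan II alone and 100% = Melanotan II plus saturating MCL0020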
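Assay system: U2OS cells stably expressing human melanocortin 4 receptor (MC4R) / Dosing: 6.5 µM / Timing: compound 30 min, challenge 1 h, detection 1 h / Measured by: Eu-cAMP/anti-cAMP TR-FRET, emission 671 nm / Replicates: singlicate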
Vif inh – HIV Vif inhibition. HEK293T cells, Vif self-association by quenched fluorescence, imaging, 24 h. inhibition, % at 7.49 µM. 340,000 compounds, 0.35% hits; in the data active = inhibition above about 50%, passing the limit was not always enough; note: some results filed as inactive read as strong as hits
NOD2-RIPK2 inh – NOD2-RIPK2 protein interaction inhibition; O43353; CHO BLA complementation NOD2-RIPK2, CCF4 ratio; inhibition, % at 4.98 µM; 360,000 compounds, 0.38% hits; in the data active = inhibition above about 21%;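 note: 0% = vehicle only and 100% = reference blocker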
Glyco luc inh – blocks N-linked glycosylation in D54 reporter cells; D54 ERlucT glycosylation luciferase reporter, 24 h; percent of 100 nM tunicamycin response; reporter increase, % at 12.5 µM; 360,000 compounds, 0.23% hits; AID 588692;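 active = mean luciferase reporter signal, scaled so untreated is 0 and the glycosylation-blocking control 100, at or above a set limit in every replicate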;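 note: luciferase carries N-glycosylation sites so blocking glycosylation raises the light; 0% = median of neutral control wells and 100% = median of 100 nM tunicamycin wells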
Exocytosis inh – lytic granule exocytosis inhibition; inhibition, % at 10 µM; AID 651702; TALL-104 LAMP-1 surface exposure, flow cytometry; cells stimulated with thapsigargin and PMA; 360,000 compounds, 0.66% hits;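 active = inhibition above about 55%, limit read from the data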
TLR9-MyD88 inh – blocks human TLR9 binding to MyD88; Q9NR96+Q99836; CHO BLA complementation TLR9-MyD88, CCF4 FRET ratio; inhibition, % at 4.98 µM; 340,000 compounds, 0.21% hits;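 active = inhibition above the mean over all tested compounds plus 3 SD, cut at about 21% in these data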;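 note: 0% = DMSO only wells and 100% = clavulanate BLA inhibitor control wells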
Target sequence (Q99836 whole entry, looked up): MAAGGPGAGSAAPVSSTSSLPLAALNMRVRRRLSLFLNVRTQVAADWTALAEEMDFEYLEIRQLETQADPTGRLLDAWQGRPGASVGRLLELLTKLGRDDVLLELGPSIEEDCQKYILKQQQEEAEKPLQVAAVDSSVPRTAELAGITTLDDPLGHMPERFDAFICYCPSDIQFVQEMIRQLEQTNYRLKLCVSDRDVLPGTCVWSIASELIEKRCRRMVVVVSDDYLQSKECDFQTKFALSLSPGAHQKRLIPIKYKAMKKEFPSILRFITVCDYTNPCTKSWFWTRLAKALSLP
Target sequence (Q9NR96 whole entry, looked up): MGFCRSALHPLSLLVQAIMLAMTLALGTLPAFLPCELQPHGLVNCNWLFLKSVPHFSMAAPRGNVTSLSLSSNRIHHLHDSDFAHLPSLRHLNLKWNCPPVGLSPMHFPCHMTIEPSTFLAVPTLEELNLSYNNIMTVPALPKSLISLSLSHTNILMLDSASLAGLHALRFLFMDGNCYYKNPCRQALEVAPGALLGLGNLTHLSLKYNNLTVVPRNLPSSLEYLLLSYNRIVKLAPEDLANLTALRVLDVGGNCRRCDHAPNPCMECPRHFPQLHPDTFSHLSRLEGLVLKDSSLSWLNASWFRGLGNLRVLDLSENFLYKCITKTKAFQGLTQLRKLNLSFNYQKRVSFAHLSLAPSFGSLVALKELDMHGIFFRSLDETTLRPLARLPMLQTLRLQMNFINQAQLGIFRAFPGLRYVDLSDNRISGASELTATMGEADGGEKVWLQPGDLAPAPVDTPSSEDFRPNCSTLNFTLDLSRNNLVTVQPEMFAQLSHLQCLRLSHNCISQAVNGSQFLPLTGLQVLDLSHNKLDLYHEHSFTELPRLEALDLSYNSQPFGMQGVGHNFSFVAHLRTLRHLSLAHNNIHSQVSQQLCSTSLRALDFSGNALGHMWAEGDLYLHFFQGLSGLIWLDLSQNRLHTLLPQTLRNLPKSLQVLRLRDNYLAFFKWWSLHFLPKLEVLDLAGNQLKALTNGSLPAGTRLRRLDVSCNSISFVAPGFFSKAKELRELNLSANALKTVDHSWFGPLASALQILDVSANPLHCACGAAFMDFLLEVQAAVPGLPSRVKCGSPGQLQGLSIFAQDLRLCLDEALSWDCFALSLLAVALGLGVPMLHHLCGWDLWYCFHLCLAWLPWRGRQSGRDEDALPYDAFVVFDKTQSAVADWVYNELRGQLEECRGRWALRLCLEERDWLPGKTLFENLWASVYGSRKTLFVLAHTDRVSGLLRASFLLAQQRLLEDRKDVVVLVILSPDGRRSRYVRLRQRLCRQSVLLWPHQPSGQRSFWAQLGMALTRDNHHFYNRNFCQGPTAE
MC4R barr agon – activates human MC4R beta-arrestin recruitment. U2OS MC4R beta-arrestin complementation, luminescence; percent of melanotan II response, DMSO zero. activation, % at 8.9 µM. 360,000 compounds, 0.98% hits;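 active = activation above a per-plate cutoff, the mean activation of sample wells on that plate plus 3 SD, cut at about 8% in these data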
ABHD5 PLIN5 PPI – blocks binding of human ABHD5 to perilipin-5; Split G. princeps luciferase complementation, luminescence, 4 h; Q00G26+Q8WTS1; inhibition, % at 4 µM; AID 602281; 360,000 compounds, 0.78% hits;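 active = inhibition above the mean inhibition across every tested compound plus 3 SD, cut at about 22% in these data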;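 note: 0% = DMSO only wells and the 100% control is not disclosed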
An asterisk follows results filed as active; nt = no result given. Only part of the results is shown; count on the stated rates, not on these rows.

SMILES | ABCB6 inh MLPCN | aDG glyco act | MC4R antag cAMP | Vif inh | NOD2-RIPK2 inh | Glyco luc inh | Exocytosis inh | TLR9-MyD88 inh | MC4R barr agon | ABHD5 PLIN5 PPI
COc1ccc(CCNS(=O)(=O)c2ccccc2[N+](=O)[O-])cc1OC | 101 | 0.3 | -1 | -5 | -13 | -1 | 13 | -8 | 0.1 | -2
O=C(Nc1ccc(N2CCN(Cc3ccccc3)CC2)cc1)c1ccco1 | 103 | 0.4 | 2 | -4 | -1 | -3 | 5 | 3 | -2.4 | 3
CCOC(=O)CSc1nc2ccccc2c(=O)n1CC1CCCC1 | 102 | 0.1 | 7 | -1 | -9 | 0 | -2 | -6 | 1.8 | 1
C=CCNC(=S)NNC(=O)C(CCC(C)C)CC(C)(C)O (configuration not stated) | 90 | 4.1 | 8 | nt | 3 | 0 | -3 | 0 | 3.6 | -3
CSCCNC(=O)C1(C)CCN1C(=O)c1cc(C)n(C)n1 (configuration not stated) | 95 | -0.3 | 2 | -1 | -7 | 0 | -10 | nt | -0.6 | 9
CCCN(CCC)C(=O)CSc1nc2ccccc2c(=O)n1C1CCCC1 | 95 | 0.8 | 16 | -21 | 7 | -5 | -6 | -6 | 5.6 | -1
COc1cc(-c2noc(C)c2C(=O)NCCCn2ccnc2)cc(OC)c1OC | 100 | 0.0 | -3 | 8 | -4 | 1 | 1 | 1 | 0.2 | 0
COC(=O)CC1C(=O)NCCN1C(=O)c1cc(OC)c(OC)cc1OC (configuration not stated) | 101 | -0.1 | 5 | 5 | -5 | 1 | 0 | 6 | 0.8 | -7
Cc1cccnc1NC(N)=S | 97 | -0.1 | -4 | -2 | -1 | 0 | 1 | -5 | -3.2 | -1
CC(C)Oc1ccc(CCC(=O)NNC(=O)c2ccccc2C(=O)O)cc1 | 98 | 0.1 | 3 | -3 | 1 | 1 | -4 | 4 | -1.0 | -5
O=C(O)CSc1nc2ccccc2[nH]1 | 96 | 0.2 | 2 | 15 | -2 | 1 | 0 | 3 | -0.9 | -4
COc1ccc(C2CC(c3ccc(OC)c(OC)c3)=NN2S(C)(=O)=O)cc1 (configuration not stated) | 99 | 0.2 | -7 | -6 | 8 | -6 | -3 | 3 | -2.1 | 2
O=C(Nc1cccc(Cl)c1)Nc1nc(-c2ccc(Cl)cc2)cs1 | 91 | 1.2 | -8 | -10 | 3 | -2 | 1 | 0 | 1.4 | -3
NC(=O)c1ccc[n+]([C@H]2O[C@@H](COP(=O)([O-])OP(=O)(O)OC[C@H]3O[C@@H](n4cnc5c(N)ncnc54)[C@H](O)[C@@H]3O)[C@H](O)[C@@H]2O)c1 | 99 | 0.5 | -15 | 39 | -1 | 1 | -3 | -9 | -0.5 | 0
Cc1ccc(C(C)C)c(OCC(=O)Nc2ccccc2N2CCN(C)CC2)c1 | 100 | -0.3 | 0 | -7 | 4 | -4 | 6 | -1 | 2.1 | 1
O=C(c1cccnc1)N1CCN(C/C=C/c2ccccc2)CC1 | 99 | 0.5 | -5 | -3 | -3 | 1 | -3 | -5 | -2.6 | 6
C[C@@]12C(=O)Nc3cc(F)ccc3C(=O)N1[C@H]1c3ccccc3OC[C@@H]1[C@@H]2c1ccccc1 | 99 | 0.1 | 8 | -1 | 1 | 26* | 1 | -16 | -1.9 | 13
Cc1ccc(C)c(-c2csc(N/N=C/c3ccco3)n2)c1 | 99 | -0.1 | -5 | 6 | 3 | -10 | 2 | nt | -2.2 | 1
O=C(O)CC/C(=N/NC(=O)c1ccc(-c2ccccc2)cc1)c1ccccc1 | 97 | 0.0 | -2 | nt | -4 | 1 | 0 | -11 | -1.6 | -2
COc1ccc(/C=C2\N=C(SC)N(c3ccccc3OC)C2=O)cc1 | 98 | 0.1 | -4 | -1 | -7 | -13 | 2 | -5 | -0.3 | -3

In another format: 2 of the compounds above
compound	ABCB6 inh MLPCN	aDG glyco act	MC4R antag cAMP	Vif inh	NOD2-RIPK2 inh	Glyco luc inh	Exocytosis inh	TLR9-MyD88 inh	MC4R barr agon	ABHD5 PLIN5 PPI
Cc1cccnc1NC(N)=S	97	-0.1	-4	-2	-1	0	1	-5	-3.2	-1
CC(C)Oc1ccc(CCC(=O)NNC(=O)c2ccccc2C(=O)O)cc1	98	0.1	3	-3	1	1	-4	4	-1.0	-5

Next section:
SMILES | ABCB6 inh MLPCN | aDG glyco act | MC4R antag cAMP | Vif inh | NOD2-RIPK2 inh | Glyco luc inh | Exocytosis inh | TLR9-MyD88 inh | MC4R barr agon | ABHD5 PLIN5 PPI
COc1ccc(S(=O)(=O)N2CCN(C(=O)c3cc(-c4ccccc4OC)n[nH]3)CC2)cc1 | 101 | -0.2 | 6 | 2 | -11 | 6 | 1 | 3 | -0.8 | 12
Cn1c(-c2ccccc2)n[nH]c1=S | 100 | 0.0 | 33* | -10 | -6 | 1 | -4 | -14 | -2.0 | -3
CCCCNC(=O)CSc1nnc(-c2ccco2)n1C | 100 | -0.2 | 3 | 25 | -7 | 2 | 0 | -6 | -0.1 | -4
Cc1ccc(C2CC(=O)Nc3cc4c(cc32)OCCO4)s1 (configuration not stated) | 98 | 0.2 | 3 | -3 | -11 | -2 | 0 | -11 | -0.5 | -4
O=c1ncn(-c2cccc(Cl)c2)c2ccccc12 | 98 | 0.1 | -3 | 8 | -17 | 0 | -6 | 2 | -0.6 | -12
CSc1ccccc1C(=O)C1CCCN(S(=O)(=O)c2c(C)noc2C)C1 (configuration not stated) | 93 | 0.3 | 17 | -3 | 5 | 1 | -5 | -3 | 4.3 | 3
O=C(Nc1ccc(N2CCN(C(=O)c3ccco3)CC2)cc1)c1ccccc1F | 90 | 0.2 | 1 | nt | 1 | nt | -2 | -2 | -0.7 | 3
Cc1sc(NC(=O)C2=COCCO2)c(C(N)=O)c1C | 95 | -0.3 | 0 | nt | -19 | 3 | -1 | -9 | -2.1 | 8
CCOc1cc2c(C#N)c(N3CCCC3)nc(N)c2c(N)n1 | 97 | 0.2 | 8 | -4 | 1 | 2 | -2 | 3 | 0.7 | -2
COc1ccc2c(=O)c(-c3ccc(C)cc3)c(-c3ccccc3)oc2c1 | 103 | 0.5 | 6 | -8 | -2 | -2 | -3 | 8 | -0.5 | 5
O=C(Cc1ccc(Cl)cc1)NNC1CC(=O)N(c2ccc3ccccc3c2)C1=O (configuration not stated) | 95 | 0.0 | 1 | -11 | -19 | 0 | -6 | -3 | 1.2 | 8
CNS(=O)(=O)/C=C/c1ccccc1 | 95 | 0.2 | 3 | 4 | -5 | 1 | -3 | 8 | -1.2 | -6
COc1ccc(CCNC(=O)CN2CCCc3ccccc32)cc1OC | 96 | -0.2 | -1 | -3 | -3 | 1 | 2 | -9 | -1.8 | 3
Fc1ccc(CSc2nc3ccccc3[nH]2)c2ccccc12 | 97 | 0.0 | 2 | 3 | -8 | -1 | 0 | 11 | 4.6 | 0
COc1cccc(-n2c(SCC(=O)OC(C)C)nnc2-c2cccnc2)c1 | 95 | 0.2 | 6 | 2 | -9 | 2 | 0 | -12 | -1.5 | 5
COc1ccc(CC(N)c2csc(NC(=O)c3cc(C(C)(C)C)oc3C)n2)cc1 (configuration not stated) | 101 | 2.0 | 0 | -12 | 2 | -8 | 24 | nt | 5.8 | -13
Cc1csc(=O)n1CCC(=O)OCC(=O)NCc1ccccc1 | 109 | 0.0 | -6 | -8 | -4 | 0 | 4 | -4 | -1.2 | 1
Cc1ccc(N2CC(C(=O)Nc3ccc(S(=O)(=O)N4CCCC4)cc3)CC2=O)cc1C (configuration not stated) | 90 | 0.0 | -2 | -40 | -3 | 2 | 6 | -2 | -1.5 | -6
COc1cccc(OC)c1NC(=O)Cn1nc(C)c2ccccc2c1=O | 96 | 0.0 | 13 | 8 | 6 | 2 | -1 | -1 | -0.8 | 2
Cc1ccc(N2CCN(c3ccc(C)cc3)C(CC(=O)O)C2=O)cc1 (configuration not stated) | 96 | 0.1 | 15 | -5 | 4 | -3 | 1 | -8 | 2.5 | -9
Cc1ccccc1NC(=S)NN1CCN(C)CC1 | 99 | -0.1 | 1 | 16 | -29 | 1 | 0 | -6 | 2.0 | -1
COc1ccc(C(=O)Nc2ccc(Cl)c(S(=O)(=O)N3CCOCC3)c2)cc1 | 101 | 0.2 | 10 | -16 | -9 | -4 | 2 | 0 | 0.1 | 1
O=C(Nc1ccccc1N1CCOCC1)C1CCCCN1S(=O)(=O)c1ccccc1 (configuration not stated) | 100 | -0.1 | 10 | -3 | -11 | -1 | 0 | -2 | 1.9 | 0
CC1(C(=O)Nc2ccc(F)cc2F)CCN1C(=O)Cc1ccc(Cl)cc1Cl (configuration not stated) | 106 | -0.1 | 2 | -11 | -4 | 0 | 17 | nt | 1.2 | -3
Cc1ccc(SCC(=O)NCc2ccccc2)cc1 | 99 | 0.0 | -5 | 23 | 0 | 0 | -4 | -1 | -0.2 | 3
CCCNC(=O)CSc1nnc(-c2ccco2)n1C | 90 | 0.1 | 2 | 5 | 10 | 0 | -4 | 3 | -2.2 | -4
Cc1coc2cc3oc(=O)c(CCC(=O)NCc4ccccn4)c(C)c3cc12 | 93 | 0.3 | -3 | 1 | -6 | -4 | -2 | -10 | -1.1 | 1
COc1ccc(NC(=O)CSc2ccccc2)c(OC)c1 | 89 | 0.4 | 7 | -9 | -16 | -1 | -2 | 3 | -2.3 | 3
CC1(C)CNC(=O)C=C(c2ccccc2)C1 | 99 | 0.0 | -7 | -15 | 2 | 1 | 3 | -5 | -0.5 | -4
CC(=O)c1ccc(N2CCN(S(=O)(=O)c3cc(-c4cc(C)no4)ccc3C(C)C)CC2)cc1 | 92 | 0.0 | 10 | -1 | 2 | -5 | -3 | -11 | -3.7 | 4
COC(=O)C1=C(C(=O)OC)SC2(S1)C(C(=O)OC)=C(C(=O)OC)SC1=C2c2cc(C)cc(C)c2NC1(C)C | 89 | 0.9 | 53* | 5 | 7 | -3 | 0 | 7 | -1.6 | -57
CC(/C=N/NC(=O)CSc1nc2ccccc2n1C)=C\c1ccco1 | 97 | -0.4 | 11 | -2 | -4 | 0 | 4 | -18 | 1.1 | 3
COc1ccc(S(=O)(=O)N2CCN(C(=O)c3cnc(C)cn3)CC2)cc1 | 92 | -0.2 | 1 | nt | 3 | 1 | -2 | 0 | -1.6 | -5
COc1ccc(/C=N/NC(=O)c2nc(-c3ccccc3)cc(-c3ccccc3)n2)cc1 | 101 | -0.1 | 3 | -14 | 5 | 22 | -1 | -3 | 0.4 | 5
O=C(COC(=O)C1CC2C=CC1C2)NCc1ccc(F)cc1 (configuration not stated) | 99 | 0.1 | 5 | 0 | 6 | 0 | -2 | -11 | -1.9 | 7
Cc1ccc(/C=N/NC(=O)c2ccc(NC(=O)c3ccccc3Cl)cc2)o1 | 96 | 0.0 | 6 | -7 | 3 | -5 | 3 | -5 | -0.8 | 4
COc1ccc(Cl)cc1NC(=O)NCc1cccnc1 | 88 | -0.1 | -6 | -4 | -9 | 0 | -3 | 11 | -0.3 | 8
CN(C)S(=O)(=O)c1ccc(SCC(=O)Nc2cccc(S(=O)(=O)N3CCCC3)c2)nc1 | 96 | -0.2 | 5 | -7 | -11 | -1 | 3 | 3 | -1.5 | -7
